PHOSPHO1 block: PHOSPHO1 (human) inhibition. Q8TCT1. inhibition, % at 13.3 µM. hit rate 1.1% among 290,000. recombinant PHOSPHO1, absorbance phosphatase assay; in the data active means inhibition above about 60%
IDE cell inh: cellular human IDE inhibition; P14735; HEK cells, FAbetaB cleavage, fluorescence polarization; inhibition, % at 5.59 µM; hit rate 0.41% among 320,000;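 active means percent inhibition above the average of all tested compounds plus 3 SD, set per screening campaign, cut at about 16% in these data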;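 further: IDE supplied by intact live HEK cells; FP after avidin binding of uncleaved biotin substrate so inhibition keeps polarization high; 0% = DMSO wells and 100% = 60 µM reference IDE inhibitor Ii1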
VIM-2 inh: blocks Pseudomonas aeruginosa VIM-2 metallo-beta-lactamase; purified VIM-2, nitrocefin hydrolysis, epi-absorbance fluorescence; inhibition, % at 5.6 µM; hit rate 0.89% among 290,000; AID 1527;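 active means inhibition above the mean of all tested compounds plus 3 SD, cutoff set per screening run, cut at about 7.5% in these data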;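 further: red hydrolysis product quenches plate fluorescence so inhibitors raise well fluorescence; 0% = enzyme with DMSO and 100% = DMSO without enzyme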
NALP1 yeast inh: NALP1 inhibition; S. cerevisiae NALP1/ASC/caspase-1 growth, X-gal OD620, 72 h; inhibition, % at 10 µM; hit rate 0.61% among 280,000; AID 2071; in the data active means inhibition mostly above about 24%, no sharp cut-off; inactive means mostly below about 32%; further: some compounds called inactive have numbers as strong as hits
M18AAP inhibitor: PfM18AAP enzyme inhibition; recombinant PfM18AAP, H-Glu-NHMec fluorogenic cleavage; inhibition, % at 7.35 µM; hit rate 1.2% among 290,000;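 active means inhibition above the campaign mean inhibition over all tested compounds plus 3 SD, cut at about 28% in these data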;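 further: 0% = plate median of test compound wells and 100% = 2 mM ZnCl2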
IMP-1 inh: blocks Pseudomonas aeruginosa IMP-1 metallo-beta-lactamase; inhibition, % at 5.6 µM; hit rate 0.45% among 290,000; purified IMP-1, nitrocefin hydrolysis, epi-absorbance fluorescence;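 active means inhibition above the mean plus 3 SD of all compounds in the same screening run, cut at about 4.5% in these data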;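 further: 0% = IMP-1 with DMSO and 100% = DMSO wells lacking enzyme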
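System: Purified recombinant IMP-1 metallo-beta-lactamase enzyme | Measured by: Fluorescence quenching readout, ex 480/em 530 nm | Replication: Singlicate | Incubation: 15 min preincubation plus 25 min reaction at 25 °C | Evaluation: Percent inhibition from optical density relative to buffer-blank wells | Benchmarks: DMSO with and without IMP-1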
pCIP destab: compounds decreasing mouse p/CIP protein stability; Q05BA5; F442A p/CIP-EGFP cells, EGFP fluorescence, 16 h; decrease of EGFP signal, % at 10 µM; hit rate 0.01% among 290,000; AID 1984;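 active means EGFP signal decrease of at least 30% at 10 µM or well 3 SD below plate mean, unless failing retest; inactive means the rest, including hits failing retest or dose response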; further: some compounds called inactive have numbers as strong as hits; many of its hits are not listed in these tables
Target sequence (Q05BA5 1-1403): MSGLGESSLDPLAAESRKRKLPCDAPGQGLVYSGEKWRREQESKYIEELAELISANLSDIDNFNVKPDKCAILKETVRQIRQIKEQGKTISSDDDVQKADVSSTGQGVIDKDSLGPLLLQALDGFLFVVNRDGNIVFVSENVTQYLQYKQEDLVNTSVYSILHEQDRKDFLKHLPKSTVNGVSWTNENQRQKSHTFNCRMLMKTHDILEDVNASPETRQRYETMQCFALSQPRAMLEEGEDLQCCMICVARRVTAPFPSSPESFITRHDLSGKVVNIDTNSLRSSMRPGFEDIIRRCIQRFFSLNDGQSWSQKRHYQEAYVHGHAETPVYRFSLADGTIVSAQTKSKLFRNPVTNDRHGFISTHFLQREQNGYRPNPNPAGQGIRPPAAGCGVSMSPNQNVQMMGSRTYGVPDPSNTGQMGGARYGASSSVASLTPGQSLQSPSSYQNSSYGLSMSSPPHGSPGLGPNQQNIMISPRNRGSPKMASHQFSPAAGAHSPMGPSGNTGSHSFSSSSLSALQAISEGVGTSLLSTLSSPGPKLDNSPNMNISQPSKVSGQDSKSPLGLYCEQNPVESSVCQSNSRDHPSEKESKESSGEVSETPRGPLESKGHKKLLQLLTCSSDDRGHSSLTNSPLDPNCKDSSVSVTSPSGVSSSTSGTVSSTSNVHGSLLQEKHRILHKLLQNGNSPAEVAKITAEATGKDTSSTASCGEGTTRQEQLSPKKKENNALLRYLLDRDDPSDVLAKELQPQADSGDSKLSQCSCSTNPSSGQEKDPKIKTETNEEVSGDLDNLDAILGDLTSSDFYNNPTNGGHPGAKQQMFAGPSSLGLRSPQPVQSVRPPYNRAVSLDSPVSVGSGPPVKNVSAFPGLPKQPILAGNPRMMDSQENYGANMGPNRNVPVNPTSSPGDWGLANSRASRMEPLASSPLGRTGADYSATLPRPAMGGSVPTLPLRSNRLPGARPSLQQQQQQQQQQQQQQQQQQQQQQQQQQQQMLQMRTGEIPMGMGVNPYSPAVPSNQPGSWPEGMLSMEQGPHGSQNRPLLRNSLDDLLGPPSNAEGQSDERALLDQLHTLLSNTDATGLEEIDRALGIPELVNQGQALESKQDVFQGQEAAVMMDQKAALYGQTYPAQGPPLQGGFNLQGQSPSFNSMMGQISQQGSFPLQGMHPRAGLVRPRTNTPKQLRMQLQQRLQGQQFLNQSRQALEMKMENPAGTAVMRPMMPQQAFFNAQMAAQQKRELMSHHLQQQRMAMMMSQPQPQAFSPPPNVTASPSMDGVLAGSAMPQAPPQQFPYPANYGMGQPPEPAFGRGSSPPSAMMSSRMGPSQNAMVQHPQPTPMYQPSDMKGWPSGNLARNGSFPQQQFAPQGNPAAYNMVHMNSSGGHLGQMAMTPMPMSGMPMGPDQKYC
GPR7 antagonist: human neuropeptides B/W receptor 1 antagonism; inhibition, % at 4.4 µM; GPR7-expressing cells, fluorescence antagonist assay; P48145; hit rate 1.1% among 290,000; in the data active means inhibition above about 16%, passing the limit was not always enough;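 further: cells stimulated with the agonist NPW; 0% = agonist with vehicle and 100% = vehicle without agonist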
IDE act: activators of human insulin-degrading enzyme in cells; HEK cells, FAbeta-B cleavage, fluorescence polarization; 0% vehicle, 100% cell-free pure enzyme wells; activation, % at 5.96 µM; hit rate 0.073% among 340,000;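 active means activation above the mean of all tested compounds plus 3 SD, set per screening campaign, cut at about 17% in these data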
The depositor's hits bear a star; x = no result given.

1: CCC(C)[C@H](NC(=O)NC1CCN(Cc2ccccc2)CC1)C(=O)OC (stereo partly specified)
2: O=C(Cn1nc(-c2ccccc2)c2ccccc2c1=O)Nc1cccc(O)c1
3: CC(C)(C)Nc1c2ccccc2nc2ccccc12
4: O=C(CCCN1C(=O)/C(=C/c2cccs2)SC1=S)Nc1ccccn1
5: COc1ccc2c(=O)c(Oc3ccc(C(=O)O)cc3)c(C(F)(F)F)oc2c1
assay / compound	1	2	3	4	5
PHOSPHO1 block	-3	-3	20	31	1
IDE cell inh	1	3	6	2	18*
VIM-2 inh	-2.7	-2.6	-2.5	-2.7	-1.9
NALP1 yeast inh	12	8	7	-8	28
M18AAP inhibitor	-6	6	8	-4	-1
IMP-1 inh	-0.9	-1.8	-3.4	-2.9	-1.2
pCIP destab	-1	-15	-20	-12	-6
GPR7 antagonist	8	-9	-4	0	-21
IDE act	0	4	4	0	1

6: CCOC(=O)C1(P(=O)(c2ccccc2)c2ccccc2)CCC1
7: N#Cc1ccc(N2C(=O)[C@@H]3C(C(=O)c4ccc5ccccc5n4)=NN[C@@H]3C2=O)cc1
8: O=C(c1ccccc1)N1CCN(C2C3CC4CC(C3)CC2C4)CC1 (stereo unspecified)
9: Cc1cccc(N(C(=O)Nc2ccccc2)C2=NCC(C)S2)c1 (stereo unspecified)
10: COc1ccccc1NC(=O)N1CCC(NC(=O)C(Cc2ccccc2F)NC(C)=O)CC1 (stereo unspecified)
assay / compound	6	7	8	9	10
PHOSPHO1 block	14	4	2	-1	31
IDE cell inh	7	9	3	-5	6
VIM-2 inh	0.2	-0.8	-5.0	-2.4	-1.8
NALP1 yeast inh	-17	5	1	16	10
M18AAP inhibitor	5	-1	-2	-5	-2
IMP-1 inh	-0.2	0.9	-1.2	1.5	-2.6
pCIP destab	-18	-7	-9	-3	-8
GPR7 antagonist	10	10	2	-17	7
IDE act	-1	0	0	9	2

11: CCN(CC)S(=O)(=O)c1cccc(-c2n[nH]c(=S)n2/N=C/c2ccc(C(=O)OC)cc2)c1
12: CN=c1scc(-c2cc(OC)ccc2OC)n1/N=C/c1c(C)[nH]c2ccccc12
13: COc1ccc(Cl)cc1NC(=O)Cn1c(=O)oc2ccccc21
14: CCn1nc(NC(=O)COC)c2cc3cccc(C)c3nc21
15: CCn1c(SCC(=O)N2CCCCC2)nc2c1c(=O)n(C)c(=O)n2C
assay / compound	11	12	13	14	15
PHOSPHO1 block	-12	-4	33	-12	6
IDE cell inh	2	0	-6	7	9
VIM-2 inh	-2.4	-4.8	-0.2	1.6	-0.7
NALP1 yeast inh	22	-6	13	-1	11
M18AAP inhibitor	4	11	-5	-5	-4
IMP-1 inh	-1.9	-3.6	-1.1	1.7	-2.8
pCIP destab	-13	1	-1	12	3
GPR7 antagonist	-5	-2	12	-8	-8
IDE act	-3	5	5	3	1

16: COc1ccc(N2CCN(S(=O)(=O)c3ccc(Cl)s3)CC2)cc1
17: CCOc1ccc(N(CC(=O)NCc2ccccc2)S(=O)(=O)c2ccc(C)cc2)cc1
18: COc1ccc(OCCCC(=O)Nc2ccc3c(c2)OCO3)cc1
19: Cc1cc(NC(=O)/C=C/c2cccc(F)c2)n(-c2nc3ccccc3[nH]2)n1
20: Cc1cc(CNC(=O)C2CCC(=O)N(CCc3cccc(F)c3)C2)on1 (stereo unspecified)
assay / compound	16	17	18	19	20
PHOSPHO1 block	6	9	-6	6	30
IDE cell inh	2	8	11	4	9
VIM-2 inh	-0.6	-5.1	-4.1	-2.9	0.2
NALP1 yeast inh	2	9	3	22	15
M18AAP inhibitor	-6	-4	-1	-4	-8
IMP-1 inh	-1.8	-3.9	-1.3	-4.4	-2.4
pCIP destab	2	0	3	0	18
GPR7 antagonist	2	-12	4	0	-1
IDE act	3	4	3	4	1

21: O=C(COC(=O)c1ccc(N2CCOCC2)c([N+](=O)[O-])c1)Nc1ccc2c(c1)OCO2
22: COc1cccc2cc(C(=O)N3CCN(c4ccc(C)cc4C)CC3)c(=O)oc12
23: Cc1cc2cc(CN(Cc3ccco3)S(=O)(=O)c3c(C)ccc4nsnc34)c(=O)[nH]c2cc1C
24: COc1ccc(/C=C2\N=C(C)OC2=O)cc1OC
25: NC(=O)CSc1nc2cc3c(cc2c(=O)n1CCCC(=O)NCc1ccc2c(c1)OCO2)OCO3
assay / compound	21	22	23	24	25
PHOSPHO1 block	2	2	19	48	6
IDE cell inh	-2	0	0	5	3
VIM-2 inh	-3.6	-2.0	-2.9	-1.3	-1.8
NALP1 yeast inh	22	5	-5	-3	16
M18AAP inhibitor	-9	-2	-1	10	-3
IMP-1 inh	-2.8	-0.1	-1.0	-2.4	-3.1
pCIP destab	3	5	-14	-9	1
GPR7 antagonist	-4	-9	2	-1	0
IDE act	-3	6	9	-1	-7

26: Nc1c(C(=O)C2CC2)sc2nc(-c3cccs3)cc(C(F)(F)F)c12
27: CC1CCN(C(=O)CCS(=O)(=O)c2cc3c(cc2Cl)NC(=O)CO3)CC1
28: CN(/N=C/c1cc(Cl)cc(Cl)c1O)c1c(Cl)cccc1[N+](=O)[O-]
29: O=c1cc(-c2cccc(Br)c2)oc2cccc(O)c12
30: CCCCOc1ccc(N(CC(=O)NC2CCCCC2)C(=O)c2snc(C(N)=O)c2N)cc1
assay / compound	26	27	28	29	30
PHOSPHO1 block	-11	18	38	27	24
IDE cell inh	-3	0	10	4	4
VIM-2 inh	-2.4	0.2	-0.4	x	1.4
NALP1 yeast inh	9	-3	40	7	14
M18AAP inhibitor	2	-3	-9	x	-3
IMP-1 inh	-3.8	-1.3	1.6	x	-0.2
pCIP destab	-23	-12	-3	4	-14
GPR7 antagonist	-13	3	-9	x	-6
IDE act	-4	5	3	4	-2

31: CC(C)(C)NC(=O)CSc1nnc(-c2ccncc2)o1
32: FC(F)(F)c1cc(C(F)(F)F)c2ccc(N3CCN(c4ccccc4)CC3)nc2n1
33: Cc1ccc(C(=O)/C=C/NCc2ccc(F)cc2)cc1
34: Cn1c(=O)c2c(nc(SCCN3CCOCC3)n2Cc2cccc3ccccc23)n(C)c1=O
35: Nc1ccc(Nc2ccccc2)c(Cl)c1
assay / compound	31	32	33	34	35
PHOSPHO1 block	12	30	-14	11	31
IDE cell inh	-1	-3	1	3	-3
VIM-2 inh	1.3	-2.8	-3.0	-4.2	-2.8
NALP1 yeast inh	18	6	27	20	15
M18AAP inhibitor	-7	-1	3	-7	-47
IMP-1 inh	-0.2	-2.4	-3.6	-6.8	-3.2
pCIP destab	-4	7	-12	8	4
GPR7 antagonist	-11	-16	-4	-9	-11
IDE act	5	4	4	0	1

36: CCOC(=O)N/N=C\C=C\c1ccc2c(c1)OCO2
37: CCOC(=O)COc1ccccc1/C=C1\NC(=O)NC1=O
38: O=C(COC(=O)C1CCN(S(=O)(=O)c2cccs2)CC1)Nc1ccccc1Br
39: O=C(COc1ccccc1)N1CCN=C1c1ccccc1
40: O=S(=O)(c1ccc(F)cc1)N1CCN=C1SCc1cccc(F)c1
assay / compound	36	37	38	39	40
PHOSPHO1 block	-21	-3	17	10	56
IDE cell inh	4	3	3	2	5
VIM-2 inh	-4.0	-2.8	-6.0	-3.6	-3.9
NALP1 yeast inh	22	5	9	9	4
M18AAP inhibitor	-1	-3	6	4	0
IMP-1 inh	-1.7	-0.8	-2.8	-2.7	-4.3
pCIP destab	-2	-6	2	0	-6
GPR7 antagonist	-4	-19	2	1	-1
IDE act	2	3	-2	3	4

41: CC(NC(=O)c1cc(-c2cccnc2)nc2ccc(Br)cc12)C1CCCO1 (stereo unspecified)
42: CC1CCN(c2ccc3nnc(CCC(=O)Nc4cccc(F)c4)n3n2)CC1
43: CCOC(=O)c1c(NC(=O)/C=C/C(=O)O)sc(C)c1-c1ccc(Cl)cc1
44: O=C(O)Cn1c(=O)c2c3c(sc2n(Cc2ccccc2)c1=O)CCCC3
45: COc1ccccc1C1=NOC(COc2ccc3c(C)cc(=O)oc3c2)C1 (stereo unspecified)
assay / compound	41	42	43	44	45
PHOSPHO1 block	19	17	47	-1	29
IDE cell inh	-3	-7	-3	11	0
VIM-2 inh	0.6	-0.8	-0.9	0.8	-1.1
NALP1 yeast inh	19	-6	10	13	40*
M18AAP inhibitor	-17	-2	-11	2	-9
IMP-1 inh	-1.4	-1.3	-0.6	-4.6	-3.1
pCIP destab	6	-5	-5	8	-21
GPR7 antagonist	-15	17	-11	9	15
IDE act	3	4	1	1	x

46: CCOC(=O)COc1ccc(S(=O)(=O)NCc2cccnc2)cc1
47: O=C(CSc1nnc(C2COc3ccccc3O2)o1)N1CCCc2ccccc21 (stereo unspecified)
48: COc1ccc(Br)cc1/C=N/n1nnnc1N
49: COc1ccc(N(CC(=O)NC2CC3CCC2C3)S(=O)(=O)c2ccccc2)cc1Cl (stereo unspecified)
50: CNC(=O)C12CC3CC(C1)CC(c1ccc(C)cc1)(C3)C2
assay / compound	46	47	48	49	50
PHOSPHO1 block	1	3	-4	23	3
IDE cell inh	1	-6	13	x	-6
VIM-2 inh	-2.9	-2.1	-0.7	-0.1	0.0
NALP1 yeast inh	5	-6	10	1	13
M18AAP inhibitor	-3	4	-5	-12	-3
IMP-1 inh	3.2	-2.8	-4.5	-0.6	-1.8
pCIP destab	0	-9	0	-15	-5
GPR7 antagonist	4	26	2	11	-14
IDE act	3	5	0	7	3

51: CCNC(=S)N/N=C/c1sc(N2CCCCC2)nc1-c1cccs1
52: O=C(Nc1ccccc1N1CCOCC1)c1ccc([N+](=O)[O-])o1
53: O=C(NCCC1=CCCCC1)C(c1ccccc1)c1ccccc1
54: CCC(C)(C)NC(=O)CN(C(=O)c1snc(C(N)=O)c1N)c1ccc2nc(C)sc2c1
55: c1ccc(CNc2nc3ccccc3[nH]2)cc1
assay / compound	51	52	53	54	55
PHOSPHO1 block	-19	20	9	28	5
IDE cell inh	-3	-1	3	3	0
VIM-2 inh	-4.2	-1.4	-6.3	-4.9	-1.9
NALP1 yeast inh	9	10	1	-1	-7
M18AAP inhibitor	3	-10	2	0	1
IMP-1 inh	-2.8	-3.8	-2.0	-2.9	-3.1
pCIP destab	-38	-22	5	-2	0
GPR7 antagonist	-9	-4	-7	10	-8
IDE act	-1	9	6	-4	0

56: O=C(C1CCN(S(=O)(=O)c2cccc3nsnc23)CC1)N1CCn2c1nc1ccccc12
57: Cc1cc(C)n(C(=O)c2ccc([N+](=O)[O-])cc2N)n1
58: CC(=O)N1CCc2cc(S(=O)(=O)CCC(=O)NCCc3ccccc3)ccc21
59: Oc1cccc(/C=N/N=C/c2cccc(O)c2O)c1O
60: CC(Sc1nc(N)cc(=O)[nH]1)C(=O)Nc1sc2c(c1C#N)CCCC2 (stereo unspecified)
61: CCOC(=O)CSc1nc2cc(C(=O)OC)ccc2c(=O)n1CCN1CCOCC1
62: CSc1nc2[nH]ncc2c(=O)[nH]1
63: COc1ccccc1-n1cc(-c2ccccc2)c2c(=S)nc[nH]c21
assay / compound	56	57	58	59	60	61	62	63
PHOSPHO1 block	-26	-2	2	3	42	70*	-16	-105
IDE cell inh	-1	4	8	1	-4	-5	-4	5
VIM-2 inh	-1.5	-3.2	-0.3	-3.1	-0.9	-0.3	-2.3	-7.0
NALP1 yeast inh	6	-2	5	13	-4	-1	28	-27
M18AAP inhibitor	-8	8	-2	42*	0	3	17	4
IMP-1 inh	-1.3	-4.1	-2.7	-3.7	-5.3	-2.0	-3.3	-2.0
pCIP destab	-6	13	11	-11	7	4	-7	-1
GPR7 antagonist	4	-9	-16	8	-2	-13	-6	-15
IDE act	0	1	-2	2	-1	8	3	-3
